Screening results as filed in PubChem BioAssay.
GLP-1R inv ag: inverse agonists of human GLP-1 receptor | P43220 | HEK293 GLP-1R CRE-luciferase, luminescence, 24 h; GLP-1R form is constitutively active | Potency, µM (doses to about 38.3 µM), without a hit: at the highest dose activity change, negative = inhibition, hits mostly inhibitors | 410,000 tested, 1.6% active; note: % is set by controls: 0 for no effect and ±100 for the full control effect; nearly all actives have a fitted effect of over 55% in size
Target sequence (P43220 whole entry, looked up): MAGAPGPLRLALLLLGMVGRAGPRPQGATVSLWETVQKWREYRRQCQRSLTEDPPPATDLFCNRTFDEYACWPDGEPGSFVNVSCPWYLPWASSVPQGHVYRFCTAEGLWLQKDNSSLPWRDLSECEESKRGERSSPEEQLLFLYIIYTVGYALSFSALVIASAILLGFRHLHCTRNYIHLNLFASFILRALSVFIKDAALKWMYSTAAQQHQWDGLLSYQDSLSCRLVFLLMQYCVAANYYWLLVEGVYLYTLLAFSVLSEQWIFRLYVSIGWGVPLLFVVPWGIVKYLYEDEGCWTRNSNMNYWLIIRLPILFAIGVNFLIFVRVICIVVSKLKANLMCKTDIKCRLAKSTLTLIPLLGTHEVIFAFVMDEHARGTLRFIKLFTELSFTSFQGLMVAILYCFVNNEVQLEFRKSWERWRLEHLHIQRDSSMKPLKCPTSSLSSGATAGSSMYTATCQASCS
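Constitutively active GLP-1R drives a cAMP-responsive luciferase in stably transfected HEK293 cells; test compounds are added after overnight (12 h) attachment and left 24 hr, and signal loss in luminescence marks inhibition.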
GLP-1R agonist: agonists of human GLP-1 receptor; P43220; HEK293 GLP-1R CRE-luciferase, luminescence, 4-6 h; cells express a hypersensitive GLP-1R form; Potency, µM (doses to about 45.6 µM), inactives show at the highest dose activation, actives largely listed as activators; 380,000 tested, 0.007% active; AID 624172; note: % of control where 0% means no effect
HT1080 IDH1KD tx: toxicity to HT-1080 IDH1 knockdown cells (counter line); HT-1080 IDH1 knockdown viability, ATP luminescence, 48 h; Potency, µM (series often up to 46.1 µM), inactives show at the highest dose activity, negative = toxicity, most hits filed as cytotoxic; 360,000 tested, 2% active;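 note: 0% = DMSO wells and -100% = cell-free medium wells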
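Knockdown cells (IDH1KD HT-1080) received compounds 2 h after plating at 750 cells/well and were kept 48 h at 37 °C in 5% FBS RPMI. A CellTiter-Glo luminescence read gave % activity for curve fitting.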
TDP-43 yeast inh: rescues yeast growth from TDP-43 toxicity | TDP-43 expressing yeast growth rescue, BacTiter-Glo, 24 h | Potency, µM (series often up to 46.1 µM), for inactives: at the top dose growth rescue (activation), actives largely listed as activators | AID 652104 | 410,000 tested, 1.8% active; note: % of control where 0% means no effect; nearly all actives have a fitted effect of over 50% in size
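Growth rescue of TDP-43-toxic yeast measured as ATP luminescence (BacTiter-Glo). Cells grown to mid-log in raffinose, induced in galactose at OD600=0.02, exposed to compound 24 hr at 30 deg C.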
SW480 rereplic: induces DNA re-replication in SW480 colon adenocarcinoma cells; 340,000 tested, 1.8% active; Potency, µM (doses to about 46.1 µM), for the others: at the top dose re-replication activation, hits mostly activators; SW480 DNA re-replication, Hoechst DNA content imaging, 48 h; note: % of control where 0% means no effect; nearly all actives have a fitted effect of over 55% in size
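Quantitative HTS format with DMSO vehicle controls; 48 hr drug incubation at 37 C, then 40 min Hoechst staining and scanning imager measurement at 405 nm excitation.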
KB-3-1 cytotox: kills parental KB-3-1 adenocarcinoma cells. KB-3-1 viability, CellTiter-Glo ATP luminescence, 72 h. Potency, µM (highest dose often 46.1 µM), without a hit: at the highest dose activity change, negative = cytotoxic, most hits filed as cytotoxic. 400,000 tested, 1.4% active; note: % is set by controls: 0 for no effect and ±100 for the full control effect; nearly all actives have a fitted effect of over 60% in size
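Multi-concentration cytotoxicity screen in KB-3-1 cells grown in DMEM lacking phenol red with 10% FBS. After 72 h at 37 °C with compound, ATP-dependent luminescence was recorded.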
GLP1R cytotox: cytotoxicity in counter-screen for GLP-1R inverse agonists; Potency, µM (series often up to 38.3 µM), for inactives: at the highest dose activity change, negative = inhibition, hits mostly inhibitors; AID 624418; 410,000 tested, 0.13% active; HEK293 cAMP-luciferase reporter cells, luminescence, 24 h;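 note: loss of luciferase light is scored as toxicity; % is set by controls: 0 for no effect and ±100 for the full control effect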
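Cells in DMEM/10% Nu serum/1% pen-strep, 1536-well format. Pre-incubated 12 h, dosed with 23 nL compound, incubated a further 24 h. Luciferase detection, 12 min at room temp, luminescence.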
HT1080NT lethal: kills 2HG-producing HT-1080-NT fibrosarcoma cells | Potency, µM (titrated, usually from 46.1 µM), for inactives: at the highest dose activity, negative = less viability, hits mostly cytotoxic | 360,000 tested, 1.6% active | HT-1080-NT fibrosarcoma viability, CellTiter-Glo ATP luminescence, 48 h;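 note: NT is the 2HG producing partner of a matched IDH1 knockdown line; 0% = DMSO-treated cells and -100% = media-only wells without cells; nearly all actives have a fitted effect of over 55% in size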
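Viability of the 2HG-overproducing fibrosarcoma line after 48 hours of compound exposure at 37 degrees C was determined by luminescence with CellTiter-Glo, and concentration-effect curves were then fitted and categorized.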
KB-V1 cytotox: KB-V1 MDR subline cytotoxicity; KB-V1 MDR cells viability, CellTiter-Glo, 72 h; Potency, µM (highest dose often 46.1 µM), inactives show at the top dose activity change, negative = cytotoxicity, actives largely listed as cytotoxic; 400,000 tested, 3.4% active; AID 1347076; note: % is set by controls: 0 for no effect and ±100 for the full control effect; nearly all actives have a fitted effect of over 60% in size
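KB-V1 cells (P-gp-expressing MDR subline of KB-3-1) in phenol-red-free DMEM with 10% FBS were exposed to library compounds over a concentration series for 72 h at 37 degrees C. Viability read by CellTiter-Glo luminescence; concentration-effect curves fitted after normalization.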
Active calls of the source: *; u = inconclusive; x = no result given; & = joins results of further samples; [ ] = another dose, or the depositor's remark. Calls come from the whole dose curve; as a rule, active = well fitted curve in the direction sought with a large enough effect; inconclusive = small, poorly fitted or top-dose-only effect, or another doubt; inactive = no such curve, though single readings can be large; an effect the other way counts as inactive or inconclusive. Potency is the fitted concentration of half-maximal effect.

Structure	GLP-1R inv ag	GLP-1R agonist	HT1080 IDH1KD tx	TDP-43 yeast inh	SW480 rereplic	KB-3-1 cytotox	GLP1R cytotox	HT1080NT lethal	KB-V1 cytotox
Cc1ccc(NC(=O)N(Cc2cn(C)c3ccccc23)C2CCCCC2)cc1C	-14.2%	0.7%	x	0.0%	x	u	6.4%	x	u
NS(=O)(=O)c1ccc(NC(=S)NC(=O)c2ccco2)cc1	4.1%	8.2%	-0.3%	2.9%	-7.4%	-0.5%	12.2%	2.3%	-0.7%
Cc1cc(-c2nsc(=O)o2)c(S(C)(=O)=O)s1	0.0%	0.6%	-4.9%	0.0%	-30.1%[inhibitor]	14.5%	-11.6%	-2.0%	0.4%
CCOC(=O)C1CCCN(C(=O)c2sc3nc(-c4ccc(F)cc4)cn3c2C)C1 (stereo not given)	-6.8%	-1.9%	-9.3%	8.91µM*	-9.0%	-14.7%	0.3%	-8.2%	u
Cc1c(C(=O)N2CCN(Cc3ccccc3)CC2)oc2c1C(=O)CCC2	5.2%	-1.0%	-0.2%	6.7%	-5.7%	6.7%	7.3%	0.4%	16.1%
CC1=C(C(=O)OCC2CCCCC2)C(c2ccccc2F)CC(=O)N1 (stereo not given)	-1.8%	0.9%	x	15.8%	x	-0.8%	2.4%	x	0.0%
CCOc1ccc(NC(=S)NC23CN4CN(CN(C4)C2)C3)cc1	14.7%	0.1%	1.2%	0.0%	-1.6%	-1.8%	4.4%	3.6%	0.0%
O=C(Nc1ccccc1C(=O)N1CCCCC1)c1ccccc1C(F)(F)F	0.8%	-16.1%	7.4%	10.6%	2.3%	0.0%	12.8%	6.2%	-11.7%
O=C(CCCc1nc2ccccc2s1)Nc1ccc(N2CCOCC2)cc1	-8.8%	0.9%	-11.9%	22.4%	0.5%	0.6%	2.4%	-14.8%	-2.2%
CCc1cccc(Nc2cc(C)nc3nc(C)nn23)c1	23.9%	7.0%	-1.6%	21.7%	-5.1%	1.5%	-0.3%	-2.3%	-3.1%
O=C(NN1CCCCC1)c1ccc(COc2ccc(Cl)cc2)cc1	u	6.7%	26.1%	-0.6%	-2.5%	-3.6%	-8.3%	16.2%	-15.9%
CCOC(=O)C1CCN(C(=O)CN(c2cccc(OC)c2)S(=O)(=O)c2ccccc2)CC1	0.8%	0.5%	10.5%	16.6%	-3.7%	8.5%	6.6%	14.8%	-6.8%
CCn1nc(C)c(C(=O)Nc2cc(Oc3ccc(Cl)cc3)cc([N+](=O)[O-])c2)c1C	u	10.7%	u	u	u	5.4%	-32.7%	u	u
COc1cccc(/C=N/c2sc(Cc3ccccc3)c(C)c2C(N)=O)c1O	-8.0%	-3.5%	19.1%	u	u	-1.3%	67.4%[activator]	6.6%	-26.9%
Cc1ccc(CNC(=O)N2CCN(c3ccc(C)cc3)CC2)cc1	-2.6%	-1.5%	-0.6%	-10.1%	-6.5%	3.3%	-13.9%	-0.4%	0.0%
O=C(C1CCC(=O)N(C2CCCC2)C1)N1CCN(Cc2cccc(F)c2)CC1 (stereo not given)	18.4%	-2.0%	1.9%	1.0%	3.1%	-2.3%	-6.2%	5.5%	u
COc1ccc(C(=O)NCCc2ccc(F)cc2)cc1OC	2.5%[0.307 µM]	12.2%	-3.2%	u	-1.3%	-4.3%	3.5%[0.307 µM]	-2.3%	-24.3%
CC(=O)Nc1ccc(NC(=O)c2cc(=O)c3ccc(C)cc3o2)cc1	-5.1%	-4.7%	u	9.7%	-0.5%	0.9%	3.2%	u	16.6%
O=c1cc(CN2CCc3ccccc3C2)nc2sccn12	0.5%	12.4%	6.5%	-0.7%[0.397 µM]	-10.5%	3.0%	-0.5%	-2.8%	0.7%
O=C(CCNC(=O)c1ccc([N+](=O)[O-])cc1)Nc1ccc(F)cc1F	5.5%	-2.2%	15.1%	17.2%	-14.7%	-1.5%	2.6%	21.5%	-11.4%
CCC(C)NC(=O)C1CCC(=O)N(c2ccc3c(c2)OCO3)C1c1ccc(OC)cc1 (stereo not given)	23.6%	-4.6%	-0.3%	0.0%	-17.4%	13.2%	-19.9%	0.9%	-0.8%
O=C(O)c1ccc(N/N=C/c2cccc(C(F)(F)F)c2)cc1	24.4%	-0.5%	8.0%	12.6µM*	-6.6%	7.3%	-0.4%	9.0%	14.9%
O=C(COC(=O)c1cccc(S(=O)(=O)N2CCOCC2)c1)NCc1ccccc1	-10.9%	7.9%	21.4%	10.3%	-2.0%	-10.7%	20.1%	5.8%	4.7%
Cc1c(C(=O)Nc2cccc(C(F)(F)F)c2)sc2nc3n(c(=O)c12)CCC3	5.6%	x	x	0.0%	x	u	6.3%	x	-11.1%
COc1cc2nc3n(c(=O)c2cc1OC)-c1ncccc1C(=O)NC3Cc1ccccc1 (stereo not given)	162.1%[activator]	28.6%	-2.5%	-0.5%	x	28.7%	4.9%	-4.7%	28.1%
CCCCCC(=O)NC(=S)Nc1ccc2oc(=O)ccc2c1	-9.0%	15.6%	-1.6%	u	-4.3%	28.9%	22.3%	1.9%	-22.2%
ClCc1nnc(-c2ccccc2)o1	5.5%	7.2%	-6.3%	-3.1%	u	2.3%	-13.4%	-29.2%	-22.5%
Cc1c(C(=O)NCc2cccc([N+](=O)[O-])c2)sc(=O)n1Cc1ccccc1F	-21.6%	3.0%	-18.9%	0.0%	x	11.8%	-9.6%	4.6%	u
C[C@@H]1CN([C@H](C)CO)C(=O)CCCn2cc(nn2)CO[C@H]1CN(C)S(=O)(=O)c1ccc(Oc2ccccc2)cc1	11.9%	-4.4%	12.5%	6.1%	x	12.1%	-6.4%	2.6%	0.0%
O=C(C[C@@H]1C/C=C\C[C@@H](Cc2ccc(F)cc2)C(=O)OCCNC1=O)N[C@H](CO)Cc1ccccc1	-2.6%	1.3%	-3.5%	-16.1%	u	-5.3%	-23.2%	-8.4%	-0.6%
O=C(Oc1ccccc1C(=O)Nc1ccccc1)c1ccc(Br)c([N+](=O)[O-])c1	9.0%	0.3%	u	u	1.6%	-26.5%	-0.1%	u	-22.3%
COc1ccccc1CNS(=O)(=O)c1c(C)nc2sccn2c1=O	4.4%&0.3%	9.0%	8.9%	4.0%&2.7%	-16.3%	14.0%&9.0%	6.4%&-5.0%	2.0%	-13.0%&0.0%
COC(=O)CN(c1ccc2c(c1)OCO2)S(=O)(=O)c1c(C)[nH]c(=O)[nH]c1=O	29.0%	-1.6%	4.8%	-6.8%	-10.4%	12.7%	1.9%	14.8%	u
NC(=O)CCS(=O)(=O)CCN1CCN(S(=O)(=O)c2ccc3c(c2)CCC3)CC1	2.6%	11.3%	-3.7%	6.2%	-5.2%	9.0%	4.0%	-0.7%	5.7%
CCOC(=O)c1ccc(C(=O)OCC)nc1	4.4%	3.1%	9.6%	1.6%	-0.6%	7.7%	20.6%	-1.2%	u
CCOC(=O)CN1C(=O)C(O)(CC(=O)c2cccc(OC)c2)c2ccccc21 (stereo not given)	-0.5%	-4.2%	-13.5%	9.3%	-1.7%	6.1%	0.1%	-3.1%	-6.2%
COc1ccc(/C=N/Nc2nc(-c3ccc(C)cc3)c(NC(C)=O)s2)cc1	2.5%	5.8%	-1.0%	6.2%	-4.9%	-7.4%	-7.4%	4.2%	-3.8%
COc1ccc2c(c1)CCCC(Br)C2=O (stereo not given)	1.9%	3.1%	-22.5%	u	18.4µM*	u	-23.8%	-5.8%	u
Fc1ccc(-c2nc3ccccc3[nH]2)cc1	-6.1%	-5.5%	-13.1%	2.7%	-2.3%	u	3.8%	-15.0%	-11.6%
Cc1nc(C)c(C(=O)OCC(=O)Nc2cccc(C)c2C)s1	19.9%	-3.8%	5.4%	29.2%	-1.7%	0.5%	-2.8%	15.4%	-12.7%

3 compounds picked at random from those above, as already listed:
Structure	GLP-1R inv ag	GLP-1R agonist	HT1080 IDH1KD tx	TDP-43 yeast inh	SW480 rereplic	KB-3-1 cytotox	GLP1R cytotox	HT1080NT lethal	KB-V1 cytotox
NS(=O)(=O)c1ccc(NC(=S)NC(=O)c2ccco2)cc1	4.1%	8.2%	-0.3%	2.9%	-7.4%	-0.5%	12.2%	2.3%	-0.7%
CCCCCC(=O)NC(=S)Nc1ccc2oc(=O)ccc2c1	-9.0%	15.6%	-1.6%	u	-4.3%	28.9%	22.3%	1.9%	-22.2%
CCOC(=O)C1CCCN(C(=O)c2sc3nc(-c4ccc(F)cc4)cn3c2C)C1 (stereo not given)	-6.8%	-1.9%	-9.3%	8.91µM*	-9.0%	-14.7%	0.3%	-8.2%	u

(further entries)
Structure	GLP-1R inv ag	GLP-1R agonist	HT1080 IDH1KD tx	TDP-43 yeast inh	SW480 rereplic	KB-3-1 cytotox	GLP1R cytotox	HT1080NT lethal	KB-V1 cytotox
COc1cc(C(=O)NCCOc2ccc(C)c(C)c2)cc(OC)c1OC	-9.6%	6.6%	-20.7%	u	2.2%	u	-4.9%	0.2%	-27.8%
CS(=O)(=O)N1CCC(NC(=O)Cc2ccccc2)CC1	-3.1%	-9.1%	-1.2%	-6.2%	-11.2%	-10.5%	4.6%	0.9%	0.0%
Clc1ccc(-c2cn(-c3nc4ccccc4s3)nn2)cc1	26.7%	-2.3%	13.3%	23.8%	x	-9.8%	2.9%	20.2%	-4.5%
CCCCCC1CCC(C(=O)O)CC1 (stereo not given)	-5.4%	-6.8%	-2.5%	u	-1.9%	-2.0%	-5.6%	-5.0%	0.0%
CC(C)Oc1ccc(C2CC(=O)N(c3ccc(N(C)C)cc3)C2=O)cc1 (stereo not given)	u	-1.7%	-11.0%	-3.4%	-5.4%	5.9%	-24.4%	-2.9%	10.1%
N=C1/C(=C\c2ccc(SCc3ccco3)o2)C(=O)N=C2SC=NN12	2.8%	1.1%	-7.4%	-15.9%	-5.7%	17.1%	-13.6%	-5.5%	0.0%

Outcome played no part in choosing rows; overall some 9.4% were active at least once.
